Insulin prom inh: TRM-6 insulin promoter activity inhibition; TRM-6 cells (human fetal islet line), insulin promoter-eGFP reporter, imaging; reporter expression induced with tamoxifen; inhibition, % at 2 µM; hit rate 0.9% among 130,000; AID 1273;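 active = inhibition above the mean plus 3 SD, with well images judged a real hit on visual review, cut at about 60% in these data, passing the limit was not always enough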
sdo1 growth: restores growth of sdo1-depleted yeast. S. cerevisiae sdo1-depleted JHY4D growth rescue, OD600 30 h; active compounds read high; pdr5 snq2 efflux-pump mutant strain. z-score at 10 µM. hit rate 0.21% among 140,000;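 active = z-score above 3 at both the 24 hr and the 30 hr optical density reads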;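 note: z-score against mean and SD of all compound wells on the same plate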
sdo1 growth Rescue 24 h: second read-out of sdo1 growth, no call of its own (marks repeat the call); z-score; S. cerevisiae sdo1-depleted JHY4D growth rescue, OD600; measured here: growth rescue at 24 h;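 0 is the plate mean of compound wells and units are plate SD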
Starred values were filed as active, the others as inactive; . = not tested or not shown; & = joins results of further samples. These rows are one share of the data; the hit share may differ from the screen's.

no.	SMILES	Insulin prom inh	sdo1 growth	sdo1 growth Rescue 24 h
1	CCOC(=O)NCc1ccc(Cl)c(Cl)c1	8	1.7	2.1
2	Cc1cccc(NC(=O)C2CCN(S(=O)(=O)c3c(C)[nH]c(=O)[nH]c3=O)CC2)c1	33	1.7	1.3
3	CC(C)OC(=O)N(C)c1ccc(C(O)(C(F)(F)F)C(F)(F)F)cc1	4	-0.49	-0.43
4	CCOC(=O)C1=C(Nc2ccccc2)CC(C)(O)C(C(=O)OCC)C1c1ccc(Cl)cc1 (stereo not given)	-2	0.47	0.54
5	COc1ccc(N2CCN(CCCNC(=O)c3cc4sccc4n3C)CC2)cc1	29	0.06	0.15
6	Cc1nc(N)c(C#N)c(-c2cccnc2)c1C	-8	0.75	0.05
7	COc1cc(OC)cc(C(=O)Nc2nc3ccc(S(C)(=O)=O)cc3s2)c1	8	.	.
8	COc1ccc(-c2nc(N)n(C(=O)c3ccccc3)n2)cc1	-6	.	.
9	Cc1ccc(Nc2nc(N)c([N+](=O)[O-])c(N3CCCC(C)C3)n2)cc1C (stereo not given)	-15	-1.7	-1.1
10	CC(C)c1ccc(CN2CC(C(=O)Nc3ccccc3)CC2=O)cc1 (stereo not given)	75*	.	.
11	CCOc1ccc(Cn2nnc(C(=O)Nc3cc(OC)cc(OC)c3)c2N)cc1	.	-0.44	0.48
12	Cn1nc(-c2ccc(N3CCOCC3)c(NS(=O)(=O)c3ccc(Cl)cc3)c2)c2ccccc2c1=O	-26	-0.86	-0.54
13	CCN(CC)c1ccc(NC(=O)CSc2nnc(N)s2)cc1C	.	0.36	-0.38
14	COc1cccc(-c2nc(-c3ccccn3)no2)c1OC	-33	-0.86	-1.1
15	Cn1c(=O)c2c(nc(SCCN3CCOCC3)n2Cc2ccc(F)cc2)n(C)c1=O	-84	1.1	0.7
16	O=C(CCc1nc(-c2ccccc2F)no1)NC1CCCCC1	-19	0.64	0.02
17	COc1ccc(CNC(=O)CN(C(=O)CCC(=O)Nc2ccccn2)c2ccccc2OC)cc1	.	-0.79	-0.24
18	CC(=O)Nc1nc(C)c(-c2csc(Nc3cccc([N+](=O)[O-])c3)n2)s1	36	0.02	0.76
19	CCC(=O)NC(Nc1ccccn1)(C(=O)OC)C(F)(F)F (stereo not given)	-7	0.78	-0.34
20	Cc1[nH]c2ccccc2c1C(=O)CSC(=S)N1CCCCC1	-33	-1.2	-1.1
21	Cc1ccccc1NC(=O)CN(c1ccc(F)cc1)S(C)(=O)=O	-89	0.72	0.49
22	CN1CC[n+]2c(CN3C(=O)c4ccccc4C3=O)csc21	-69	0.95	1.1
23	C=C(C)C1Cc2c(C)nn(-c3nc(C)cc(C)n3)c2C1 (stereo not given)	-9	-1.6	-2
24	C/C(=N\NC(=O)C(C)Sc1ccccc1)C(C)(C)C (stereo not given)	50	0.25	0.07
25	O=C(Nc1c2c(nn1-c1ccc(F)cc1)CS(=O)C2)C12CC3CC(CC(C3)C1)C2 (stereo not given)	-50	-0.92	-0.85
26	Cc1ccc(C(=O)Nc2ccccc2C(=O)NC2CCCCC2)cc1S(=O)(=O)N1CCOCC1	49	-1.6	-0.78
27	CCCN1C(=O)SC(CC(=O)Nc2ccc(C)cc2)C1=O (stereo not given)	60	0.71	0.24
28	Cn1cccc1CC(=O)NNC(=S)Nc1ccccc1Cl	20	0.32	-0.36
29	COc1ccc(/C=N/NC(=O)CNS(=O)(=O)c2ccc(C)cc2)cc1	7	.	.
30	COCc1cc(=O)[nH]c(/N=C(\N)Nc2cccc(C)c2)n1	14	0.51	0.28

Two records drawn at random from those above:
no.	SMILES	Insulin prom inh	sdo1 growth	sdo1 growth Rescue 24 h
18	CC(=O)Nc1nc(C)c(-c2csc(Nc3cccc([N+](=O)[O-])c3)n2)s1	36	0.02	0.76
5	COc1ccc(N2CCN(CCCNC(=O)c3cc4sccc4n3C)CC2)cc1	29	0.06	0.15

Further entries:
no.	SMILES	Insulin prom inh	sdo1 growth	sdo1 growth Rescue 24 h
31	C/C(=N\NC(=O)CSCc1ccccc1Br)c1cccc([N+](=O)[O-])c1	.	-0.44	-0.25
32	COc1ccc(Nc2ncccc2C(=O)O)cc1	0	-0.26	-1
33	CCOC(=O)c1c(-c2ccc(OC)cc2)csc1NC(=O)C1CCCO1 (stereo not given)	29	.	.
34	COc1ccc(S(=O)(=O)CCC(=O)N(C)c2ccc(OC)cc2OC)cc1	23	-0.78	-0.83
35	O=C(c1ccco1)N1C2C=CC(C2)C1(C(F)(F)F)C(F)(F)F (stereo not given)	0	0.5	0.63
36	CCOC(=O)COc1ccc(S(=O)(=O)Nc2cccc(SC)c2)cc1	-20	-0.53	-0.82
37	O=C(Nc1ccc(Cl)cc1)c1cc(S(=O)(=O)N2CCOCC2)cs1	-21	-1.3	-1.5
38	CCOC(=O)c1c(C(F)(F)F)cc(-c2ccc(F)cc2)nc1C	.	-0.52	-1.2
39	Cc1ccc2cc3cc(C(=O)NCCN4CCOCC4)oc3nc2c1	5	0.6	0.22
40	CCCN1C/C(=C/c2cccc([N+](=O)[O-])c2)C(=O)/C(=C/c2cccc([N+](=O)[O-])c2)C1	.	-2.4	-1.5
41	O=C(COc1ccccc1)N1CCCC1	-33	.	.
42	CCCCNC(=O)NC1C(NC(=O)NCCCC)N(C)C(=O)N1C (stereo not given)	12	1.2	1.3
43	CC1CCCC(C)N1C(=O)CSc1nnc(COc2ccccc2)n1-c1ccccc1 (stereo not given)	-16	-0.51	-0.65
44	O=C1CC(c2nc3ccccc3[nH]2)CN1c1ccccc1F (stereo not given)	.	-0.51	-1.4
45	Cc1ccc(S(=O)(=O)c2cc(OC(=O)c3ccco3)ccc2OC(=O)c2ccco2)cc1	27	0.43	0.03
46	CC1Cc2ccccc2N1C(=S)NC(=O)C1(C)CC1(Cl)Cl (stereo not given)	9	.	.
47	C/C(=N\NC(=O)c1ccc(F)cc1)c1cccc(NC(=O)c2ccco2)c1	.	-0.58	-1.1
48	CCS(=O)(=O)N1CCN(C(=O)c2cccs2)CC1	.	-0.31	-0.64
49	CCOc1ccccc1NC(=S)N(Cc1cc2ccc(C)cc2[nH]c1=O)CC1CCCN1CC (stereo not given)	-59	1.1	1.5
50	CC1CCCN(C(=O)c2cccc(S(=O)(=O)Nc3cc(C(F)(F)F)ccc3Cl)c2)C1 (stereo not given)	.	0.35	0.93
51	COc1ccc2nc(NC(=O)C(NS(=O)(=O)c3cccs3)C(C)C)sc2c1 (stereo not given)	-69	0.21	-0.42
52	Cc1cccc(OCC(=O)N/N=C/c2ccccc2C(=O)O)c1	0	.	.
53	Cc1cc2cc(CNS(=O)(=O)c3ccc4ccccc4c3)ccc2n1C	.	0.32	0.26
54	CSc1nnc(-c2cc3ccccc3cc2O)n1C	.	0.81	1.3
55	CCN(CC)CCNC(=O)c1c(O)c2c([nH]c1=O)CCCC2	21	-0.19	-0.69
56	CCC1(C(=O)OC)NC(c2ccco2)C2C(=O)N(c3ccc(C)cc3)C(=O)C21 (stereo not given)	31	-0.84	-1.1
57	CN(C)S(=O)(=O)N1CCC(C(=O)O)(c2ccccc2)CC1	21	0.3	-0.06
58	CCc1ccc(N(C(=O)c2csnn2)C(C(=O)NC(C)(C)C)c2cccnc2)cc1 (stereo not given)	4	.	.
59	O=C(NCCCN1CCN(C2CCCCC2)CC1)Nc1ccccc1C(F)(F)F	-73	0.14	0.19
60	COc1ccccc1NC(=O)c1oc2ccccc2c1NC(=O)c1ccco1	9	-0.41	0.7
61	NC1=NC2(CCCCC2)n2c(nc3ccccc32)N1	-85	0.65	-0.19
62	COc1cccc(C2C3=C(N=c4s/c(=C\c5ccc(O)cc5)c(=O)n42)c2ccccc2CC3)c1OC (stereo not given)	40	-0.74	-1.2
63	O=C(CSc1nc2ccc([N+](=O)[O-])cc2[nH]1)NC1CCCCC1	19	0.33	-0.38
64	O=C(Cc1ccc(Cl)cc1)Nc1ccc(N2CCCC2)cc1	-12	0.7	0.12
65	C=CCSC1=N/C(=C\c2ccsc2)C(=O)S1	.	0.22	0.33
66	O=C(CSc1nnc(COc2ccc(Cl)cc2)o1)N1c2ccccc2CCc2ccccc21	-17	-0.38&0.23	0.43&1
67	Cc1cc(CNC(=O)COc2ccccc2F)c2ccccc2n1	11	.	.
68	COc1ccccc1C/C(N)=N/O	0	-0.71	-1.2
69	O=C1c2cccc3cccc(c23)C(=O)N1OS(=O)(=O)c1ccc(Br)cc1	16	-0.82	-0.58
70	COCCn1c(=O)[nH]c2cc(C(=O)NC3CCCCCC3)ccc2c1=O	.	1.2	1
71	O=C(/C=C/c1ccc(Cl)c([N+](=O)[O-])c1)c1cccnc1	39	.	.
72	Cc1cc(C)n(C(=O)Cc2cn3ccsc3n2)n1	.	-0.07	-0.26
73	CCOC(=O)CSC1=C(C#N)C(c2ccc(F)cc2)C(C(C)=O)=C(C)N1 (stereo not given)	.	-0.72	0.16
74	Brc1ccc2c(c1)C(c1cccs1)=NNC(c1cccnc1)=N2	-29	-0.77	-0.74
75	COc1ccc(S(=O)(=O)N2CCN(C(=O)c3cccs3)CC2)cc1	-23	1.8	0.78
76	COc1ccccc1OCCCCOc1ccccc1C(C)=O	-13	-0.58	-1.4
77	COc1ccc(C(C(O)C(=O)c2c[nH]c3ccccc23)N2CCN(c3ccc(OC)cc3)CC2)cc1 (stereo not given)	46	-0.45	-0.75
78	COc1cc(C(=O)NCCC(=O)NCCN2CCCCCC2)cc(OC)c1OC	0	0.88	0.27
79	Cc1c(NC(=S)NC(=O)Cc2ccccc2)cccc1C(=O)O	-90	1.4	1
80	Cc1ccc(Cl)cc1NC(=O)COC(=O)c1ccc(COc2ccc3c(C)cc(=O)oc3c2)cc1	5	2.3	2.5
81	CC1(C(=O)N(Cc2ccccc2)Cc2ccccc2)CC1(Br)Br (stereo not given)	-121	-0.83	-0.01
82	COc1ccc2c(CC(=O)OCC(=O)Nc3cc(C)c(C)cc3[N+](=O)[O-])coc2c1	0	0.08	0.72
83	Cc1cc(C)nc(Sc2ccc(/C=C(\C#N)C(=O)Nc3ccccc3)o2)n1	-46	-1.5	-0.46
84	COC(=O)c1ccc(Cl)c(NC(=O)c2ccc(-c3ccccc3)cc2)c1	.	-0.37	0.46
85	COc1cccc(NC(=O)CN2CCN(c3ccccc3F)CC2)c1	-150	-0.39	-0.59
86	COc1ccccc1NS(=O)(=O)c1ccc2oc(SCc3ccc(F)cc3)nc2c1	8	-0.88	-0.54
87	Cc1cc(C)c(NC(=O)C(C)Sc2nc3ccc(N4C(=O)c5ccccc5C4=O)cc3s2)c(C)c1 (stereo not given)	.	0.08	1.4
88	COCCCN1C(=O)C(=O)/C(=C(/O)c2ccc(OC)cc2C)C1c1cccnc1 (stereo not given)	64	-0.59	-1
89	Cc1cccc(Nc2nc(N3CCN(C)CC3)nc(N)c2[N+](=O)[O-])c1	.	0.53	0.34
90	Cc1ccc(NC(=O)COC(=O)c2ccc3c(c2)OCCO3)cc1S(=O)(=O)N1CCOCC1	50	.	.

Some entries already given with just sdo1 growth Rescue 24 h and Insulin prom inh.
cpd	Molecule	sdo1 growth Rescue 24 h	Insulin prom inh
77	COc1ccc(C(C(O)C(=O)c2c[nH]c3ccccc23)N2CCN(c3ccc(OC)cc3)CC2)cc1 (stereo not given)	-0.75	46
63	O=C(CSc1nc2ccc([N+](=O)[O-])cc2[nH]1)NC1CCCCC1	-0.38	19
75	COc1ccc(S(=O)(=O)N2CCN(C(=O)c3cccs3)CC2)cc1	0.78	-23
70	COCCn1c(=O)[nH]c2cc(C(=O)NC3CCCCCC3)ccc2c1=O	1	.
82	COc1ccc2c(CC(=O)OCC(=O)Nc3cc(C)c(C)cc3[N+](=O)[O-])coc2c1	0.72	0
89	Cc1cccc(Nc2nc(N3CCN(C)CC3)nc(N)c2[N+](=O)[O-])c1	0.34	.

New compounds follow:
no.	SMILES	Insulin prom inh	sdo1 growth	sdo1 growth Rescue 24 h
91	Cc1cc(Br)ccc1SCC(=O)OCC(=O)N1CCN(C(=O)c2ccco2)CC1	.	1.8	1.1
92	Cc1c(N=CN2CCOCC2)c(=O)n(C)c(=O)n1C	-41	-1	-1.1
93	CCn1c(SCC(=O)O)nnc1-c1cc2c(C)nn(-c3ccccc3)c2s1	.	0.19	-0.96
94	COCc1[nH]nc2c1C1(CCC3(CC1)OCCO3)C(C#N)=C(N)O2	24	0.02	0.11
95	O=C(Nc1ccc(F)cc1)NC1(C(=O)NCc2ccco2)CCCCC1	.	0.99	1.7
96	CCOC(=O)C1CCCN(Cc2sccc2C)C1 (stereo not given)	10	-0.27	-0.6
97	CCOC(=O)CC(=O)Nc1cc(Cl)ccc1O	-77	0.17	-0.07
98	Cc1cccc(OCC(=O)Nc2ccccc2C(=O)N2CCOCC2)c1	13	0.96	0.85
99	C/C(=N/n1cnnc1)c1cccnc1	.	0.36	0.05
100	C=CCSc1nnc(NC(=O)c2cccc(S(=O)(=O)N(C)c3ccccc3)c2)s1	-28	-0.37	-0.2
101	CCOC(=O)c1cc(=O)[nH]c2ccccc12	37	.	.
102	COc1cc2nc(SCc3ccc(Cl)cc3Cl)n(Cc3cccs3)c(=N)c2cc1OC	28	-0.89	-0.43
103	CC(NC(=O)CSc1nc2ccccc2c(=O)[nH]1)c1ccccc1 (stereo not given)	10	0.97	1.2
104	Cn1cnnc1SCC(=O)Nc1ccc2nc(SCc3cccc4ccccc34)sc2c1	19	-1.6	-0.78
105	CC1(C)CC(=O)C=C(OC(=O)c2ccc(Cl)cc2)C1	.	0.59	0.39
106	CCC(C)NC(=O)CSc1n[nH]c(-c2cc(Cl)ccc2OC)n1 (stereo not given)	45	.	.
107	Cc1cccc(N2CCN(C(=O)c3cn(C)c(=O)c4c3c3ccccc3n4C)CC2)c1C	10	-1.1	-0.34
108	CCN(CC)C(=O)c1c(Cl)nc(C)c([N+](=O)[O-])c1C	-20	-0.11	-0.56

Source: PubChem BioAssay (several laboratories)
